From PubChem
Tb PGK inh – blocks T. brucei phosphoglycerate kinase | P07378 | PGK/GAPDH coupled, Kinase-Glo luminescence, 60 min | Potency, µM (highest dose often 57.5 µM), for the others: top-dose activity change, negative = inhibition, usual class: inhibitors | actives 0.043% (n = 380,000); note: potency is the fitted concentration of half-maximal effect; % is set by controls: 0 for no effect and ±100 for the full control effect; nearly all actives have a fitted effect of over 60% in size
Target sequence (P07378 whole entry, looked up): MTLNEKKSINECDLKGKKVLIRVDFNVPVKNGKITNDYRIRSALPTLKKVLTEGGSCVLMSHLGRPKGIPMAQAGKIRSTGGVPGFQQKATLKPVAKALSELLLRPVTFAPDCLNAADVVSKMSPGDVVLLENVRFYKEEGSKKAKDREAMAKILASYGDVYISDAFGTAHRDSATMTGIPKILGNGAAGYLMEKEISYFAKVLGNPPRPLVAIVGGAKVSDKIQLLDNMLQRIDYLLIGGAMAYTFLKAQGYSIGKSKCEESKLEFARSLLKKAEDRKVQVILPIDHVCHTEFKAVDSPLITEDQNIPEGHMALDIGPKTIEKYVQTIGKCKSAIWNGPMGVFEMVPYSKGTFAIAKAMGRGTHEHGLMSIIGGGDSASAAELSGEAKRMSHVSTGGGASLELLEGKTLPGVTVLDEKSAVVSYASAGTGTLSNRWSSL
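Recombinant glycosomal PGK reaction used 1,3-bisphosphoglycerate generated in-well by GAPDH (100nM final) in 100mM TEA pH 7.6, 5mM MgCl2, 0.01% Tween-20. After 60 minutes at room temperature, ATP was read by Kinase-Glo Plus luminescence end-point.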
HP1b binding inh – inhibitors of HP1-beta chromodomain binding to methylated histone tails; Potency, µM (series often up to 114 µM), without a hit: top-dose activity change, negative = inhibition, most hits filed as inhibitors; actives 0.56% (n = 390,000); P83916; AlphaScreen HP1-beta / biotin-H3K9me3 peptide binding; AID 540317; note: potency is the fitted concentration of half-maximal effect; nearly all actives have a fitted effect of over 70% in size; inactives centre near 23
Target sequence (P83916 whole entry, looked up): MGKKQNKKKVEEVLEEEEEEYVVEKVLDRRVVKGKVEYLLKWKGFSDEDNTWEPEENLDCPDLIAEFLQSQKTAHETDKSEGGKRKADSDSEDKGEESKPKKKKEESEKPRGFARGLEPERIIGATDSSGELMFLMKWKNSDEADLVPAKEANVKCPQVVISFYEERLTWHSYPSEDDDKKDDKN
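Compound inhibition of the preformed complex between 50 nM HP1-beta and 50 nM biotinylated H3K9me3 peptide was read by AlphaScreen. Buffer was PBS pH 7.4 with 0.01% Tween-20. Incubations ran 30 min at room temperature, with 10 ug/mL donor/acceptor beads.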
Pin1 inhibitor – inhibitors of human Pin1; Pin1 FP peptide displacement, HiFluor488, 10 min; Potency, µM (highest dose often 115 µM), for the others: top-dose activity, negative = inhibition, usual class: inhibitors; actives 0.009% (n = 390,000); AID 504891; active = well fitted inhibition curve with a large enough effect in the polarisation, with a control signal flat, not every such curve was filed as active; inconclusive = small, poorly fitted or top-dose-only effect, or effect the other way, or a change in a side signal; inactive = no such curve, though single readings can be large or run the other way; the % refers to the polarisation; note: potency is the fitted concentration of half-maximal effect; % is set by controls: 0 for no effect and ±100 for the full control effect
Target sequence (Q13526 whole entry, looked up): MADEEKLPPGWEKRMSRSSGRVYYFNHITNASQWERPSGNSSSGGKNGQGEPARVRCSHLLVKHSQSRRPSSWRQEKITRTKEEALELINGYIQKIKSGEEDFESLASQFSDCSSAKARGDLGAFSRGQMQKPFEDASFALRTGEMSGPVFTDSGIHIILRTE
BAZ2B block – BAZ2B (human) inhibition; actives 4.4% (n = 360,000); AlphaScreen BAZ2B-H3K14Ac peptide displacement; Potency, µM (doses to about 114 µM), inactives show top-dose activity change, negative = inhibition, usual class: inhibitors; Q9UIF8; note: potency is the fitted concentration of half-maximal effect; % is set by controls: 0 for no effect and ±100 for the full control effect; nearly all actives have a fitted effect of over 60% in size
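BAZ2B 50 nM plus b-H3(5-23)K14Ac 50 nM, PBS pH 7.4/0.01% Tween-20, 30 min RT; compound added (max 110 uM), 30 min RT; streptavidin donor/Ni-chelate acceptor beads 10 ug/mL final, 20 min dark; AlphaScreen read.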
JMJD2A Tudor inh – inhibitors of human JMJD2A Tudor domain. O75164. AID 504339. actives 4.4% (n = 390,000). AlphaScreen JMJD2A-Tudor / H3K4me3 peptide binding. Potency, µM (series often up to 114 µM), for the others: at the highest dose activity change, negative = inhibition, hits mostly inhibitors; note: potency is the fitted concentration of half-maximal effect; % is set by controls: 0 for no effect and ±100 for the full control effect; nearly all actives have a fitted effect of over 50% in size
GLS inh – glutaminase GLS (human) inhibition; O94925; GLS enzymatic activity, qHTS titration; Potency, µM (doses to about 45.5 µM), for inactives: top-dose activity change, negative = inhibition, most hits filed as inhibitors; actives 0.21% (n = 410,000); AID 624170; note: potency is the fitted concentration of half-maximal effect; % is set by controls: 0 for no effect and ±100 for the full control effect
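Human kidney-isoform GLS in 45 mM KH2PO4 pH 8.2, 0.02% Tween-20, with compound, started with 1mM L-Glutamine (added stock). Glutamate oxidase/HRP/Amplex red coupled fluorescence read at start and after 30 min at RT.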
G9a inh – blocks human histone lysine methyltransferase G9a; actives 8.8% (n = 350,000); G9a H3K9 monomethylation, AlphaScreen, 2 h; Potency, µM (series often up to 102 µM), without a hit: at the highest dose activity, negative = inhibition, actives largely listed as inhibitors; AID 504332; note: potency is the fitted concentration of half-maximal effect; % is set by controls: 0 for no effect and ±100 for the full control effect; nearly all actives have a fitted effect of over 75% in size
Target sequence (Q96KQ7 913-1193 limits assumed): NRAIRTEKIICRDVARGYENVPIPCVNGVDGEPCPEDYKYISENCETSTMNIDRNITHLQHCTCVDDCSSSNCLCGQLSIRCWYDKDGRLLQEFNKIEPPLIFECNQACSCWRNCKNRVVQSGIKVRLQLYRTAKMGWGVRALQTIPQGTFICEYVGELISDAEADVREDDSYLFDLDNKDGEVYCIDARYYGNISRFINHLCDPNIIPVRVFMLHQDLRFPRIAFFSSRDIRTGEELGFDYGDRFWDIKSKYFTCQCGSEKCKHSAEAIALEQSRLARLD
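G9a (20 nM) preincubated 15 min RT with compounds, then 500 nM biotinylated H3K9 peptide and 20 uM SAM added; 2 h RT reaction. Monomethyl-H3K9 product detected by AlphaScreen with anti-H3K9me1 antibody, streptavidin donor and anti-rabbit IgG acceptor beads.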
ERG-DNA inh – inhibitors of human ERG Ets domain-DNA interaction; Potency, µM (top dose mostly 76.9 µM), for inactives: top-dose FP activity, negative = inhibition, usual class: inhibitors; actives 0.028% (n = 370,000); fluorescence polarization, His-ERG Ets domain / labelled DNA; active = well fitted inhibition curve with a large enough effect in the polarisation, with a control signal flat; inconclusive = small, poorly fitted or top-dose-only effect, or effect the other way, or a change in a side signal; inactive = no such curve, though single readings can be large or run the other way; the % refers to the polarisation;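 note: polarization taken with two DNA probes labelled with fluorescein and Texas red; potency is the fitted concentration of half-maximal effect; % of control where 0% means no effect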
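His-tagged ERG Ets domain (1 uM in the protein solution; 300mM KCl, 50mM Tris-HCl, 1mM EDTA, 1mM DTT, pH 7.5) received compound, then a probe mix of 5 nM fluorescein-DNA and 100nM Texas-615-DNA. Fluorescence polarization was read for both dyes.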
PI4K2A inh – inhibitors of human PI4K2A. AID 1346378. Q9BTU6. actives 0.13% (n = 420,000). purified PI4K2A, ADP-Glo luminescence, 1 h; stronger effect = lower value. activity change, negative = inhibition, % at 76.9 µM; in the data active = activity change below about -50%; inconclusive = mostly about -30% to -49%;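 note: -100% = wells without enzyme as full effect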
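PI4K2A activity was measured by ADP-Glo luminescence: enzyme (4 ug/mL stock) and phosphatidylinositol (1.2 mM stock) in Tris pH 7.5/MgCl2/EGTA/Triton X-100 buffer were reacted with ATP (300 microM stock) for one hour at ambient temperature.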
The depositor's hits bear a star; i = inactive; ? = inconclusive; · = not tested or not shown; & = joins results of further samples; [ ] = another dose, or the depositor's remark. Unless noted, calls come from the whole dose curve; as a rule, active = well fitted curve in the direction sought with a large enough effect; inconclusive = small, poorly fitted or top-dose-only effect, or another doubt; inactive = no such curve, though single readings can be large; an effect the other way counts as inactive or inconclusive.

structure	Tb PGK inh	HP1b binding inh	Pin1 inhibitor	BAZ2B block	JMJD2A Tudor inh	GLS inh	G9a inh	ERG-DNA inh	PI4K2A inh
COc1ccc(NC(=O)COC(=O)Cn2cnc3ccccc3c2=O)cc1OC	i	22%	-2%	-2%	-18%	-5%	6%[12.7 µM]	2%	0
CC(C)[C@H](NC(=O)c1ccccc1)C(=O)O	i	1%	-3%	-13%	-18%	0%	2%[59 µM]	?	2
O=C(CCC(=O)Nc1ccccc1Cl)NNC(=O)c1ccco1	4%	29%	-3%	9%	-3%	5%	48%[59 µM]	2%	-4
O=S(=O)(Nc1ncnc2sc3c(c12)CCC3)c1ccc(Cl)s1	-1%	20%	?	?	-34%	13%	10µM*	-1%	-1
Cc1cc(C)c(C#N)c(SCC2COc3ccccc3O2)n1 (stereo not drawn)	-8%	164%	12%	69%[activator]	125%[activator]	-1%	103%[activator]	-4%	-7
COc1ccc2c(c1)c1c(c(=O)n(-c3ccccc3)c(=O)n1CC(=O)NCc1ccc(C)cc1)n2C	i	34%	2%	-3%	10%	4%	7%[59 µM]	0%	-1
CCOC(=O)C(=O)Nc1ccccc1C(=O)OCC	12%	15%	3%	-2%	-2%	-2%	·	-10%	-2
COc1cccc(NC(=O)CN2C(=O)COc3ccc(S(=O)(=O)N4CCC(C)CC4)cc32)c1	-8%	10%[57 µM]	20%	-17%	-26%	10%	·	-9%	-3
O=[N+]([O-])c1cc(S(=O)(=O)N2CCOCC2)ccc1N1CCNCC1	-1%	8%	1%	-6%	-21%	-4%	50µM*	4%	2
Cc1ccc2oc(=O)c3cc(C(=O)NCCCN4CCCC(C)C4)sc3c2c1 (stereo not drawn)	i	43%[activator]	2%	17%	-22%	-13%	11%	13%	1
COCc1cc(C)nc2c1C(=O)NC(c1ccc(NC(C)=O)cc1)N2Cc1ccccc1 (stereo not drawn)	-2%	19%	-1%	-11%	-6%	5%	-30%[59 µM]	-2%	5
Cc1noc(/C=C/c2ccco2)c1S(=O)(=O)N1CCC(C(=O)N2CCc3ccccc3C2)CC1	13%	-2%	67%[activator]	?	-18%	0%	?	1%	?
Cc1ccc(NC(=O)c2sc3nc4c(c(-c5ccco5)c3c2N)CCC4)cc1	9%	49%	?	-24%	-8%	18%	?	-9%	-6
CNC(=O)CC1C(=O)N(c2ccc(OC)cc2)C(=S)N1NC(=O)c1cccc(F)c1 (stereo not drawn)	5%	25%	-9%	3%	-8%	-25%	13%	5%	1
CC[C@]1(C(=O)OC)[C@H]2C(=O)N(C)C(=O)[C@H]2[C@H]2CN=C(SC)N21	-11%	10%	1%	·	-23%	-8%	·	19%	1
COc1ccc(NC(=O)COCC(=O)Nc2ccc(C)cc2)cc1	4%	13%	-8%	9%	-8%	3%	25%	2%	-1
O=C(NCCNC(=O)c1ccc(Cl)cc1Cl)c1ccccn1	-2%	17%	-3%	3%	-1%	3%	-12%	-4%	5
Cc1ccc(NS(=O)(=O)c2cccc(C(=O)O)c2)c(C)c1	5%	31%	-12%	2%	-12%	5%	20%	·	1
Cc1cc2c(c(=O)o1)C(c1ccc([N+](=O)[O-])o1)C(C#N)=C(N)O2 (stereo not drawn)	i	13%	?	?	-30%	-9%	?	?	-7
CCOc1ccc(NS(=O)(=O)c2ccc3[nH]cc(C(=O)NCCOC)c(=O)c3c2)cc1	-5%&-7%	22%&34%	1%&1%	5%	-10%&-4%	5%&9%	-4%&-1%[59 µM]	1%&-3%	14&0
CCOC(=O)NC(Nc1ccc(C)cn1)(C(F)(F)F)C(F)(F)F	-2%	29%	4%	10%	6%	-28%	?	7%	6
C(=C\c1nnc(-c2cccs2)o1)/c1ccccc1	-7%[11.5 µM]	91%	6%	44%[activator]	45%[activator]	5%	154%[activator]	·	0
COC(=O)c1ccc(NC(=O)CCN2CCOCC2)cc1	4%	38%	0%	-19%	-9%	11%	2%	8%	4
C=CCN(Cc1nc(-c2ccc(OC)cc2)no1)C(=O)c1ccc2c(c1)OCO2	0%	42%[activator]	-4%	4%	-9%	-12%	4%	13%	-3
Cc1c(Cl)cccc1NC(=O)CCC(=O)N/N=C/c1ccc[nH]1	3%	2%	-1%	5%	-29%	5%	18µM*	5%	5
CC(C)Cc1nc(N2CCOCC2)c(C#N)c2c1COC(C)(C)C2	-9%	100%[activator]	-5%	13%	18%	-6%	7%[59 µM]	-4%	2
COC(CNC(=O)C1CC(=O)N(CCc2ccccc2)C1)OC (stereo not drawn)	i	22%	-10%	10%	-1%	-1%	-10%[12.7 µM]	-8%	-4
O=C(COC(=O)C1=Cc2ccccc2OC1)NCc1ccco1	4%	17%	0%	-20%	-12%	-2%	-23%	-3%	-1
CCN1CCCC1CNC(=O)Cn1cc(C)c(=O)[nH]c1=O (stereo not drawn)	3%	?	-3%	·	-15%	2%	·	16%	-5
COc1cc(Cl)c(CN2CCCC(CO)(Cc3cccc(Cl)c3)C2)cc1OC (stereo not drawn)	7%	38%	?	?	-13%	0%	-4%	-2%	3

The final two compounds of the part above come first, to join the parts.
structure	Tb PGK inh	HP1b binding inh	Pin1 inhibitor	BAZ2B block	JMJD2A Tudor inh	GLS inh	G9a inh	ERG-DNA inh	PI4K2A inh
CCN1CCCC1CNC(=O)Cn1cc(C)c(=O)[nH]c1=O (stereo not drawn)	3%	?	-3%	·	-15%	2%	·	16%	-5
COc1cc(Cl)c(CN2CCCC(CO)(Cc3cccc(Cl)c3)C2)cc1OC (stereo not drawn)	7%	38%	?	?	-13%	0%	-4%	-2%	3
CCN1CCCC1CNC(=O)Cn1cnc2sc(C)c(S(=O)(=O)N3CCC(C)CC3)c2c1=O (stereo not drawn)	0%	9%	0%	0%	-16%	6%	?	2%	3
O=C(Nc1ccc(Oc2ncnc3cc(Cl)ccc23)nc1)c1ccc(F)cc1	-3%	31%	1%	-2%	-16%	-6%	6%	0%	4
CC(C)Cn1c(SC(C)C(=O)Nc2ccc(N3CCOCC3)cc2)nc2ccccc21 (stereo not drawn)	-8%	?	-2%	35µM*	?	11%	?	-10%	0
O=C(Cn1cncn1)N/N=C/c1ccccc1O	-4%	45%[activator]	-13%	79µM*	56µM*	-15%	·	38%[activator]	1
COc1ccc(S(=O)(=O)N2CCCCCC2)cc1NC(=O)c1ccccc1S(C)(=O)=O	5%	34%	-7%	1%	-8%	3%	-1%[2.33 µM]	0%	3
O=C(CCC(=O)Nc1nnc(C2CCCCC2)s1)NCc1cccs1	-5%	51%[activator]	0%	-36%	0%[11.4 µM]	-11%	?	-18%	-4
O=C1CN(C(=O)/C=C/c2ccco2)c2ccccc2N1	-7%	0%	-8%	?	-11%[57.1 µM]	-16%	?	8%	-3
CCN1C(=O)c2ccccc2S(=O)c2ccc(C(=O)N3CCN(c4cccc(C)c4)C(C)C3)cc21 (stereo not drawn)	-7%	34%	-5%	?	-30%	16%	-24%[59 µM]	3%	-1
CN(CC(=O)Nc1ccc(Cl)cc1)C(=O)CCc1c[nH]c2ccccc12	i	-16%	-10%	-35%	-21%	-1%	-6%	4%	-22
O=C(c1ccc(F)cc1)c1c[nH]c(C(=O)NCc2ccco2)c1	-5%	18%	1%	5%	-1%	-2%	-4%[59 µM]	8%	-2
Cn1cc(/C(Cc2ccccc2)=N\O)c2ccccc21	-7%	15%	?	-8%	-9%	-10%	10%[59 µM]	2%	1
CC(=O)N1N=C(c2ccc([N+](=O)[O-])cc2)CC1c1ccccc1Cl (stereo not drawn)	-10%	?	3%	?	?	3%	50µM*	35%[activator]	-8
N#Cc1cc2cc3c(cc2nc1NCCNC(=S)NCCCN1CCOCC1)OCO3	-2%	63%[activator]	-6%	-19%	19%	6%	3%	18%	-1
O=C1N/C(=N\c2ccccn2)SC1Cc1ccccc1Cl (stereo not drawn)	-1%	14%	2%	13%	-13%	-1%	11%	-9%	2
Cc1ccc(CS(=O)(=O)CCC(=O)NCCN2CCCC2)cc1	-4%	1%	?	7%	-10%	0%	-36%[0.0925 µM]	·	1
O=C(NCCc1ccc(Cl)cc1)C(=O)Nc1cc2c3c(c1)CC(=O)N3CCC2	-10%	26%	4%	-7%	-10%	1%	-22%	-15%	-2
COC(=O)c1sc(NC(=O)c2ccoc2C)nc1C	-10%	30%	1%	9%	-15%	1%	-49%[59 µM]	-2%	-13
CC(C)(C)c1ccc(C(=O)N2CCNC(=O)C2CC(=O)Nc2ccc(F)cc2)cc1 (stereo not drawn)	-4%	16%	6%	-3%	-2%	-1%	-8%[12.7 µM]	10%	1
CN1CCc2c(sc3nc(SCC(N)=O)n(-c4ccc(Cl)cc4)c(=O)c23)C1	·	14%	?	-15%	-17%	-30%	?	15%	-10
COc1cc2sc(-c3ccc(S(C)(=O)=O)cc3)c(C(=O)NCc3ccc(C)o3)c2cc1OC	1%	33%	0%	·	1%	-5%	·	-1%	-3
O=C(COc1ccc2ccc(=O)oc2c1)N1CCN(c2ccccc2)CC1	5%	29%	-6%	-32%	-3%	-13%	-4%	5%	-5
Cn1ncc2c(c(SCc3ccc(Cl)cc3Cl)nn2C)c1=O	1%	?	3%	0%	-30%	-13%	8.9µM*	-4%	-1
